CRFBP-R2 block = antagonists of CRF-BP/CRF-R2 complex, primary screen, cell-based, HEK293, calcium dye fluorescence, uHTS. inhibition, % at 11.8 µM. CRF-induced calcium fluorescence. AID 588475, 2011. actives 0.59% (n = 350,000);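 active = inhibition of the ligand-induced calcium signal above about 50% at the single tested concentration, limit read from the data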
IDE inh = human IDE inhibitors in live cells, primary screen, fluorescence polarization, HEK cells, FAbetaB substrate. actives 0.41% (n = 320,000). Insulin-degrading enzyme (Homo sapiens), P14735. FAbetaB cleavage. inhibition, % at 5.59 µM;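 active = percent inhibition above the average of all tested compounds plus 3 SD, set per screening campaign, cut at about 16% in these data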;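 also: IDE supplied by intact live HEK cells; FP after avidin binding of uncleaved biotin substrate so inhibition keeps polarization high; 0% = DMSO wells and 100% = 60 µM reference IDE inhibitor Ii1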
CRFBP-R2 agonist = agonists of CRF-BP/CRF-R2 complex, primary screen, cell-based, HEK293, calcium dye fluorescence, uHTS | calcium dye fluorescence (FLIPR); percent of saturating CRF peptide response | CRF-binding protein / CRF receptor 2 complex (human) | actives 0.46% (n = 350,000) | activation, % at 13.2 µM;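 active = activation of at least 50%, plus an integration ratio under a set limit after plate pattern correction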;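 also: plate controls were neutral control wells without compound for no effect and CRF at EC100 for full effect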
p-CIP stab down = p/CIP-EGFP fusion destabilizers, primary screen, fluorescence, F442A cells. Q05BA5. actives 0.01% (n = 290,000). 16 h. decrease of EGFP signal, % at 10 µM;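 active = EGFP signal decrease of at least 30% at 10 µM or well 3 SD below plate mean, unless failing retest; inactive = the rest, including hits failing retest or dose response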; also: some compounds called inactive have numbers as strong as hits; many of its hits are not listed in these tables
MEKK3 PB1 HTS = modulators of MEKK3-MEK5 PB1 binding, primary screen, biochemical, wildtype MEKK3, multiplex bead flow cytometry, Alexa488-MEK5. binding response (% of control), % at 10 µM. bead-based flow cytometry, Alexa488-MEK5 binding to MEKK3; actives lie on both sides; 0 = blocked by unlabeled MEK5, 100 = vehicle. actives 1.4% (n = 290,000). Mitogen-activated protein kinase kinase kinase 3 (Homo sapiens), Q99759;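 active = binding response more than 3 SD above or below the average of its plate-row segment, actives on both sides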;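 also: Alexa488 bead fluorescence after subtracting the streptavidin-only scavenger bead signal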
GalR3 antag = GalR3 antagonists in HEK293 cells, primary screen, cell-based, fluorescence readout | Galanin receptor type 3 (Homo sapiens), O60755 | HEK293 GalR3-CNG cAMP membrane potential fluorescence; galR3 body fused to GalR1 C-terminus | inhibition, % at 3 µM | actives 0.44% (n = 360,000) | AID 651719, 2012;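 active = inhibition above the screen-wide average plus 3 SD, cut at about 13% in these data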;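 also: forskolin and galanin both at EC90 stimulate the cells; cAMP rise reported by CNG channel membrane potential dye signal; 0% = forskolin plus galanin with DMSO and 100% = forskolin alone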
CHRM4 PAM = human M4 muscarinic receptor positive allosteric modulators, primary screen, CHO-K1 cells, Fluo-8 calcium fluorescence. Muscarinic acetylcholine receptor M4 (Homo sapiens), P08173. CHO-K1 hM4/Gqi5, ACh EC20; 0% = ACh EC20, 100% = maximal ACh. activation, % at 3 µM. actives 0.4% (n = 360,000). AID 624126, 2012;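 active = activation above its plate's cutoff, the mean activation of sample wells plus 3 SD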; also: some results filed as inactive read as strong as hits
Target sequence (P08173 whole entry, looked up): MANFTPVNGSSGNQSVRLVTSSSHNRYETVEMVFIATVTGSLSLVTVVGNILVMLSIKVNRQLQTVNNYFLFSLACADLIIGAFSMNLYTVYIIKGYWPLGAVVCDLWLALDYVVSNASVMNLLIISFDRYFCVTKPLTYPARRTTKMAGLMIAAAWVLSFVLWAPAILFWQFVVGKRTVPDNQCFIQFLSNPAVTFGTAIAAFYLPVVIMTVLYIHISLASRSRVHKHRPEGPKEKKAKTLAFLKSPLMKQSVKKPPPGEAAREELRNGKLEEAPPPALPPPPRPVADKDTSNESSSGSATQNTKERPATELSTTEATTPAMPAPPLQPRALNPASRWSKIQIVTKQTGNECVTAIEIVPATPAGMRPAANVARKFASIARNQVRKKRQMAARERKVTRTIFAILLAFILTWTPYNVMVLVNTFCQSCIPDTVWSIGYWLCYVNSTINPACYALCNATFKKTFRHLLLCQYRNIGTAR
PHOSPHO1 block = PubChem AID 1565. Phosphoethanolamine/phosphocholine phosphatase (Homo sapiens), Q8TCT1. actives 1.1% (n = 290,000). recombinant PHOSPHO1, absorbance phosphatase assay. inhibition, % at 13.3 µM; in the data active = inhibition above about 60%
Target sequence (Q8TCT1 whole entry, looked up): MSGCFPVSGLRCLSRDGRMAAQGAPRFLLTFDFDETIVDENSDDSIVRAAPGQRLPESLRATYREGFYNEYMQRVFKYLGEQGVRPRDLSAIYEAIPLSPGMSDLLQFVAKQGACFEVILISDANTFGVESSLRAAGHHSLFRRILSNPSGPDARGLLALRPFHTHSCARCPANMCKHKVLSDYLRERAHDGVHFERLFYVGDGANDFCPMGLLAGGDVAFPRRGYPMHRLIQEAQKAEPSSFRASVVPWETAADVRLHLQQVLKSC
IDE act = human IDE activators in live cells, primary screen, fluorescence polarization, HEK cells, FAbeta-B substrate; activation, % at 5.96 µM; actives 0.073% (n = 340,000); FAbeta-B cleavage; 0% vehicle, 100% cell-free pure enzyme wells; Insulin-degrading enzyme (Homo sapiens), P14735;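 active = activation above the mean of all tested compounds plus 3 SD, set per screening campaign, cut at about 17% in these data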
* hit, by the source's call; x = not tested or not shown. Outcome played no part in choosing rows (roughly 4.2% active in at least one column).

compound,CHRM4 PAM,p-CIP stab down,IDE act,CRFBP-R2 agonist,IDE inh,GalR3 antag,MEKK3 PB1 HTS,PHOSPHO1 block,CRFBP-R2 block
O=C(CC1CCS(=O)(=O)C1)Nc1ccc[nH]c1=O (centres undefined),3.1,-2.2,-3.1,-0.3,1.1,-1.9,101.0,0.1,-15.9
COCCCN(C(=O)C1CCCCC1)c1c(N)n(Cc2ccccc2)c(=O)[nH]c1=O,3.9,x,2.1,-2.0,9.0,-7.6,x,x,-14.2
O=C(COc1ccc2c(c1)OCO2)Nc1ccccc1C(F)(F)F,4.2,-6.8,-2.9,-0.5,-1.3,-5.3,103.0,37.0,16.6
COc1ccc(S(=O)(=O)N2CCCC(C(F)(F)F)C2)cc1 (centres undefined),-6.1,0.3,2.2,0.3,3.7,-2.1,91.0,-14.3,1.0
C=CCn1c(C)c(C(C)=O)c(N2CCN(C(c3ccccc3)c3ccccc3)CC2)nc1=S,-19.3,2.8,-1.0,0.3,-1.5,-4.6,93.0,-11.6,9.2
CC(Cc1ccccc1)NC(=O)CSc1nc2nc3c(cc2c(=O)n1-c1ccccc1)COC(C)(C)C3 (centres undefined),3.7,-2.1,1.4,0.1,3.4,-5.6,100.0,22.9,-5.4
Cc1nn(C)c(N)c1C(O)(c1nccn1C)C(F)(F)F (centres undefined),4.3,-12.8,7.6,-0.7,6.7,2.6,x,23.0,0.6
CC(=O)Nc1ccc(-c2cn3ccsc3n2)cc1,-4.5,-4.5,2.5,-0.6,5.7,1.1,103.0,23.4,-1.7
Cc1cc(=O)n(C)c(=O)n1CC(=O)N1CCCCCC1,1.6,4.3,2.5,-0.8,0.8,-4.0,102.0,4.1,2.0
CN1C(=O)CS/C1=N\NC(=O)COc1cccc2cccnc12,5.9,1.5,4.9,-0.4,4.2,0.0,98.0,21.6,-5.3
c1ccc(CSCc2ccccc2)cc1,9.1,x,-1.0,0.2,1.1,-0.7,x,x,9.5
CSCCC(NC(=O)c1ccc([N+](=O)[O-])cc1Cl)C(=O)OCC(=O)NCC(F)(F)F (centres undefined),0.6,6.2,0.7,-0.5,4.7,2.9,108.0,11.6,6.2
CCCC(=O)c1ccc(N2CCN(C(=O)c3ccccc3)CC2)c(F)c1,-6.4,-6.8,4.7,-0.2,-1.4,-5.4,116.0,-3.7,13.9
Cc1cc(C)n(CCc2nc(-c3ccc(F)cc3)cs2)n1,-0.2,-25.5,2.3,0.0,3.4,-0.7,106.0,35.0,38.5
O=C(O)C1CCCN1c1ncccc1[N+](=O)[O-] (centres undefined),-3.8,2.9,6.2,2.5,-2.5,-0.3,102.0,16.5,-6.8
C#CCOCCOCCOCCNc1nc(N2CCN(C(=O)CCCCCCCCCCNC(=O)[C@@H](CCSC)n3cc(CCO)nn3)CC2)nc(N2CCN(C(=O)CCCCCCCCCCNC(=O)[C@H](CCCN=C(N)N)n3cc(C[C@@H](C)CC)nn3)CC2)n1,-12.2,x,44.8*,2.5,8.0,x,x,x,5.5
Cc1cccc(NS(=O)(=O)c2cccc(C(=O)N3CCC3)c2)c1,0.7,x,-6.2,-0.5,1.8,-7.1,x,x,-9.4
CCN1CCN(CCNC(=O)c2cn(Cc3ccccc3F)nn2)CC1,-1.7,-12.4,-5.6,-1.7,1.6,-4.8,102.0,14.4,-0.7
CC(/C=N/NC(=O)c1ccccn1)=C\c1ccco1,-8.3,-0.7,x,-0.9,x,-5.0,99.0,-5.3,25.9
Cc1ccccc1OCC(O)Cn1c(NCc2ccco2)nc2c1c(=O)n(C)c(=O)n2C (centres undefined),5.8,-19.2,-1.8,-0.8,-0.8,3.4,101.0,-7.5,-4.0
O=c1c(-c2ccc([N+](=O)[O-])cc2)coc2c(O)c(O)ccc12,-3.0,-2.6,8.8,1.0,0.7,-0.6,100.0,12.9,-47.9
CCN(CC(=O)Nc1c(F)cccc1F)C(=O)/C=C/c1ccc(C)cc1,3.1,x,0.9,1.0,1.4,0.8,x,x,3.9
C[C@H](CO)N1C[C@H](C)[C@@H](CN(C)Cc2ccc(Cl)c(Cl)c2)OCCCC[C@H](C)Oc2ccc(NC(=O)CCC(F)(F)F)cc2C1=O,2.4,x,x,3.5,x,-7.1,x,x,-5.4
CCOC(=O)N1CCC(NC(=O)c2cn(-c3ccc(OC)cc3)c(=O)c3ccccc23)CC1,-4.5,-8.0,-0.2,-0.6,-2.5,-2.1,99.0,-23.9,5.4
COc1cc(C(=O)NNC(=O)COc2ccc(C)cc2)ccc1OCC(=O)N1CCOCC1,22.7*,x,-0.1,0.8,-1.2,-0.5,x,x,8.5
CC(=O)Nc1ccc(C(=O)N/N=C/c2ccncc2)cc1,12.9,6.5,4.4,0.9,4.2,-1.4,105.0,22.9,2.4
C/C(=N/OC(=O)c1c(F)cccc1F)c1nccs1,7.5,4.7,4.0,0.0,-0.8,-5.6,106.0,7.0,0.2
CC(C)c1ccc(C2CC(c3ccc(Br)cc3)=NN2C(N)=S)cc1 (centres undefined),-4.5,-5.3,7.6,4.0,0.2,-2.6,95.0,-8.2,-27.3
CSCCC(C(=O)N(C)CC(=O)Nc1cccc(F)c1)N1C(=O)c2ccccc2C1=O (centres undefined),0.2,x,2.0,0.4,2.0,3.9,x,x,1.8
Cc1c(C(=O)NCc2ccco2)oc2ccccc12,-7.5,-9.3,3.3,-0.2,4.3,-6.5,101.0,6.5,-3.7
CC(C)CNC(=O)c1ccccc1NC(=O)CCSc1ccccc1,-4.0,12.0,5.6,-1.4,-1.1,1.9,98.0,-17.6,4.3
CC(C)(CC(=O)O)CC(=O)NCc1c(Cl)cccc1Oc1ccccc1,13.7,-6.2,4.7,-0.6,-0.2,5.7,90.0,21.0,-7.9
CNC(=O)C[C@H]1C(=O)N(CCc2ccccc2)C[C@@H]1Cc1ccccc1,3.9,x,x,0.7,x,-5.8,x,x,-5.6
CC(=S)c1c(C)cc2cc(C)ccn12,-8.0,7.5,-0.9,0.6,0.9,-7.2,100.0,-7.4,-13.2
COCCN(CC(=O)NCc1ccccc1)C(=O)CCC(=O)Nc1ccccn1,11.8,-9.7,6.7,1.6,4.6,3.1,102.0,14.1,-3.6
COC(=O)[C@@H](N)Cc1ccc(O)cc1,x,-6.6,x,x,-1.2,x,99.0,1.1,x
CCN(CC)C(=O)CSC(=Nc1ccccc1F)NC#N,-2.6,-17.8,-2.8,3.7,3.9,-2.8,105.0,-13.2,5.3
Cc1nn(-c2ccccc2)c(Cl)c1/C=N/NC(=O)c1cccc(S(=O)(=O)N2CCCC2)c1,-3.2,4.0,6.2,0.1,-3.6,-1.1,94.0,11.2,2.7
O=C(Nc1ccccc1F)c1cnccn1,-2.0,-0.1,5.0,-1.1,-1.8,-1.2,109.0,-4.0,-3.4
Cn1cccc1C(=O)OCC(=O)c1cc2ccccc2o1,2.3,-0.9,5.5,0.9,0.5,-2.9,99.0,8.6,-3.1

Entries of single compounds as entered above.
CCN(CC)C(=O)CSC(=Nc1ccccc1F)NC#N is listed as CHRM4 PAM: -2.6; p-CIP stab down: -17.8; IDE act: -2.8; CRFBP-R2 agonist: 3.7; IDE inh: 3.9; GalR3 antag: -2.8; MEKK3 PB1 HTS: 105.0; PHOSPHO1 block: -13.2; CRFBP-R2 block: 5.3
CNC(=O)C[C@H]1C(=O)N(CCc2ccccc2)C[C@@H]1Cc1ccccc1 is listed as CHRM4 PAM: 3.9; p-CIP stab down: x; IDE act: x; CRFBP-R2 agonist: 0.7; IDE inh: x; GalR3 antag: -5.8; MEKK3 PB1 HTS: x; PHOSPHO1 block: x; CRFBP-R2 block: -5.6

The listing continues.
compound,CHRM4 PAM,p-CIP stab down,IDE act,CRFBP-R2 agonist,IDE inh,GalR3 antag,MEKK3 PB1 HTS,PHOSPHO1 block,CRFBP-R2 block
CCn1ncc(/C=N/O)c1C,4.9,-4.7,-5.1,0.1,-3.2,-3.0,99.0,5.0,-10.3
COc1ccc(NC(=O)CN(C)C(=O)c2cccc3ccccc23)cc1,1.9,x,-4.0,-1.3,-1.4,-3.2,x,x,-0.6
CC(=O)NN1C(=O)c2ccccc2NC1c1ccccn1 (centres undefined),-2.9,12.1,3.5,-1.0,-0.8,-1.1,101.0,-17.6,6.2
Cc1nc(CNC(=O)c2cc(COc3c(F)cccc3F)on2)cs1,4.1,-5.6,4.6,-1.9,4.5,-5.5,83.0,21.9,2.4
COc1ccc([C@H]2C[C@@H](n3cc(COC(=O)c4ccccc4)nn3)[C@H](O)CN2C(=O)C2CCCCC2)cc1,1.2,x,x,-0.9,x,1.3,x,x,-12.3
O=C(CC1CC2CCC1C2)OCC(=O)c1c[nH]c2ccccc12 (centres undefined),7.4,-0.6,-5.3,0.5,-3.2,-4.9,103.0,10.1,10.3
CC(C)(C)c1ccc(S(=O)(=O)NCC(=O)Nc2sc3c(c2C(N)=O)CCCC3)cc1,3.2,9.3,2.5,1.6,-1.1,6.2,100.0,17.0,0.6
Cc1ccc(OCC(=O)Nc2ccncc2)cc1C,2.6,x,x,-0.1,x,-7.9,x,x,-0.7
CCn1c(SCC(=O)Nc2cccc(NC(=O)c3cccs3)c2)nnc1-c1ccncc1,-0.1,-2.9,3.9,1.1,-5.8,x,114.0,11.1,6.3
CCCNC(=O)NC(=O)CSc1nc2ccccc2c(=O)n1Cc1ccncc1,14.4,-3.1,5.0,0.4,-4.4,1.7,101.0,21.2,-4.3
CCOC(=O)c1c(NC(=O)CN2C(=O)NC3(CCC(CC)CC3)C2=O)sc(C)c1-c1ccc(C)cc1 (centres undefined),9.1,-6.0,0.5,-1.1,0.1,-2.2,89.0,-20.1,-65.3

Compound activity from PubChem.
